# Source: PubChem
# NSD2 HMT inh: inhibitors of human histone methyltransferase NSD2; O96028; NSD2 peptide methylation, AlphaScreen, 120 min; inhibition, % at 12.5 µM; 310,000 tested, 0.54% active; in the data active = inhibition above about 50%
# SR-BI HDL uptake: blocks mouse SR-BI lipid uptake from DiI-HDL; ldlA[mSR-BI] CHO cells, DiI-HDL uptake fluorescence, 3 h; Q61009; inhibition, % at 12.5 µM; AID 488896; 320,000 tested, 0.96% active;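 active = mean replicate inhibition of at least 70% and a set share of replicates each scoring 70 or more; inconclusive = meets just one of the two criteria; inactive = fails both criteria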;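 also: 0% = median of neutral control wells and 100% = median of positive control wells; values of inactives mirror those of a sister screen read the other way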
# Target sequence (Q61009 whole entry, looked up): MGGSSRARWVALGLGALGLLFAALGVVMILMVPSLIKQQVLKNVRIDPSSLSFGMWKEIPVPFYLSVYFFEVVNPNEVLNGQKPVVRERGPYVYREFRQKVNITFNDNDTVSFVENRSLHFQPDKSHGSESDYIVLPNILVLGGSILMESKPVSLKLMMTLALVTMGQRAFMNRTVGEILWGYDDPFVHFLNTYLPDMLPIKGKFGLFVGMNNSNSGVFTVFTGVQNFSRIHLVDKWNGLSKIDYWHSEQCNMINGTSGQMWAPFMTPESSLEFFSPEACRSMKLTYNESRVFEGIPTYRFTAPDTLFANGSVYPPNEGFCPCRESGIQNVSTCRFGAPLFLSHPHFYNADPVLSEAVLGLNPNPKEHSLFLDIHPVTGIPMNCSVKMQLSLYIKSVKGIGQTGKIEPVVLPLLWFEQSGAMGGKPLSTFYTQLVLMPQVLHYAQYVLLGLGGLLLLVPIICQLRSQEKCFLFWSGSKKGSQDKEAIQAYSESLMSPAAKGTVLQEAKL
# CAL PDZ FP-1: blocks peptide binding to human CAL PDZ domain; Q9HD26; purified CAL PDZ, TMR-peptide fluorescence polarization, 1 h; inhibition, % at 20 µM; 330,000 tested, 0.02% active; AID 504414;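 active = highest replicate inhibition of at least 40%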;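 also: plate controls were DMSO neutral control wells for no effect and unlabeled competitor peptide control wells for full effect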
#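 System: purified tagged CAL PDZ domain construct (CerCALP). Schedule: 1 h incubation at room temperature before polarization reading. Medium: 25 mM sodium phosphate pH 7.4, 150 mM NaCl, TCEP, IgG, Thesit. Read-out: percent inhibition from loss of millipolarization. Measured by: FP readout, S and P plane fluorescence. Probe or stimulus: fluorescent TMR peptide probe.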
# PfHsp90 yeast 2: reduces growth (ATP signal) of yeast expressing P. falciparum Hsp90 | inhibition, % at 9.4 µM | S. cerevisiae expressing PfHsp90, BacTiter-Glo ATP, 48 h; yeast lacking PDR1 and PDR3 efflux regulators | 310,000 tested, 0.32% active;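 active = every replicate shows inhibition above about 80%, whatever the replicate mean, limit read from the data; inconclusive = mean inhibition reaches the set limit but some replicate falls short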;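 also: 0% = DMSO neutral controls and 100% = 20 µM radicicol positive controls; yeast relying on Plasmodium falciparum Hsp90 in place of its own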
# MITF TRPM1 HTS: activators of MITF-driven TRPM1 promoter activity in SK-MEL-5 cells | 300,000 tested, 0.75% active | AID 588334 | SK-MEL-5 TRPM1-promoter luciferase, 24 h; % of positive control, neutral wells = 0 | activation, % at 12.5 µM;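 active = mean activation of at least 80% with every replicate also reaching 80%; inconclusive = mean reaches 80% but some replicate falls short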;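 also: 0% = neutral control wells and 100% = parthenolide positive control wells; values of inactives mirror those of a sister screen read the other way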
# SR-BI DiI-HDL act: activators of SR-BI mediated HDL lipid uptake. CHO ldlA[mSR-BI] cells, DiI-HDL uptake fluorescence, 3 h; 100 = double the neutral-control signal. activation, % at 12.5 µM. 320,000 tested, 0.096% active;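 active = mean replicate activation of at least 60% and every replicate at or above 60%; inconclusive = mean or all-replicate condition met, but not both; inactive = mean below 60% and not all replicates reaching 60%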;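 also: 0% = median plate neutral-control signal and 100% = twice that signal; values of inactives mirror those of a sister screen read the other way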
#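 Test system: SR-BI-overexpressing, LDLR-lacking CHO cells; Medium: Ham's F12 with 0.5% BSA, HEPES 25 mM, pH 7.4; Schedule: 3 h, 37 °C; Technique: bottom-read fluorescence, 550/595 nm.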
# dFosB activator: mouse delta FosB homodimer activation | P13346 | purified delta FosB, TAMRA-CDK5 oligo fluorescence polarization; percent of positive-control signal above neutral wells | activation, % at 25 µM | 340,000 tested, 0.99% active | AID 493131;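 active = mean activation above about 17%, with every replicate also reaching it, limit read from the data, passing the limit was not always enough; inconclusive = only one of the two conditions met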;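 also: fluorescence polarization rise as delta FosB binds a TAMRA Cdk5 AP-1 oligo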
# PvdQ inh: blocks Pseudomonas aeruginosa PvdQ acylase activity; inhibition, % at 10 µM; purified PvdQ acylase, fluorescence plate reader; AID 488965; 340,000 tested, 0.063% active; in the data active = inhibition above about 30%, passing the limit was not always enough; inconclusive = no clear call, values can overlap the other calls;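 also: 0% = vehicle neutral wells and 100% = reference inhibitor wells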
# CAL PDZ FP-2: CAL PDZ (human) peptide binding inhibition; Q9HD26; purified CAL PDZ, TMR-peptide fluorescence polarization, 1 h; inhibition, % at 24.9 µM; AID 602252; 300,000 tested, 0.92% active;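 active = mean inhibition of at least 30% with at least half of replicates also reaching 30%; inconclusive = no clear call, values can overlap the other calls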;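 also: 0% = DMSO neutral control and 100% = excess unlabeled competitor peptide PRC23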
# Rtt109 HAT inh: inhibitors of Candida albicans Rtt109/Vps75 histone acetyltransferase. Q5AAJ8. purified Rtt109/Vps75, ThioGlo CoA-SH fluorescence, 4 h. inhibition, % at 34.9 µM. 330,000 tested, 0.16% active. AID 540336;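 active = inhibition of at least 50% in every replicate; inconclusive = best replicate reaches 50% inhibition but some replicates fall short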
# Numbers without * were called inactive; ? = inconclusive; nt = no result given. Compounds as they come. About 4.3% of those tested had a hit in this group.
cpd	SMILES	NSD2 HMT inh	SR-BI HDL uptake	CAL PDZ FP-1	PfHsp90 yeast 2	MITF TRPM1 HTS
1	CN(C(=O)c1cc2ccccc2o1)c1c(N)n(Cc2ccccc2)c(=O)[nH]c1=O	1	-13	-2.3	2	-1
2	O=C(NC1CC1)c1cccc2c1C(=O)c1ccc(N3CCC(Cc4ccccc4)CC3)cc1S2(=O)=O	nt	24	-0.3	-3	-17
3	O=C(/C=C/c1ccccc1[N+](=O)[O-])NC1CCCC1	-3	-30	-1.9	-10	16
4	CC[n+]1c(C)n(-c2ccccc2)c2ccc(C(=O)OC)cc21	1	-12	-0.6	1	3
5	O=C(NCc1ccc(F)cc1)C(c1ccc(F)cc1)N(C(=O)c1csnn1)C1CC1 (stereo unspecified)	-8	-1	-0.9	-1	0
6	Cc1nc2c(=O)[nH]c3ccccc3c2o1	-2	-13	-0.1	-7	-1
7	CCOc1ccccc1OCCCC(=O)Nc1ccc(Cl)c(S(=O)(=O)N2CCOCC2)c1	-1	?	-0.6	-1	-2
8	O=C(COc1ccc(Cl)cc1)NCCS(=O)(=O)N1CCN(c2ccccc2F)CC1	-1	-6	-1.6	26	-8
9	COC(=O)c1cc(C(=O)c2cc(F)ccc2O)cn2c(=O)c3c(C)c(C)sc3nc12	-2	nt	-1.4	-54	-3
10	CCOC(=O)C1(Cc2cccc(Cl)c2)CCCN(C(=O)c2cc(C)[nH]n2)C1 (stereo unspecified)	1	-21	-1.5	-33	-6
11	CCN(C(=O)c1ccc(=O)n(C)n1)c1c(N)n(Cc2ccccc2)c(=O)[nH]c1=O	-1	-5	0.6	-26	13
12	O=C(N/N=C/c1cccc([N+](=O)[O-])c1)c1nc2ccccc2c(=O)[nH]1	0	nt	-2.0	-13	43

cpd	SR-BI DiI-HDL act	dFosB activator	PvdQ inh	CAL PDZ FP-2	Rtt109 HAT inh
1	nt	0	6	0	44
2	-24	-12	6	-2	-11
3	30	-3	-9	-4	1
4	12	2	-13	-1	-9
5	1	-5	-9	2	-9
6	13	2	-5	5	-1
7	-72	-8	-8	nt	1
8	6	-4	-4	-2	-11
9	nt	-10	-9	0	-6
10	21	-5	-8	-7	9
11	5	-6	-18	38*	-4
12	nt	-1	-2	-10	-7

# New compounds follow.
cpd	SMILES	NSD2 HMT inh	SR-BI HDL uptake	CAL PDZ FP-1	PfHsp90 yeast 2	MITF TRPM1 HTS
13	O=C(CSc1ncn[nH]1)N1CCCCC1	-4	-23	0.1	-14	-4
14	CSc1ncnc2sc(C)c(C)c12	-1	-2	-2.2	-1	-3
15	CC(C)C(=O)Nc1cccc(-c2nc3ccccc3o2)c1	-1	10	-1.9	14	26
16	O=C1NC(c2ccccc2)=C(c2ccc3ccccc3n2)C(c2ccc(F)cc2)N1 (stereo unspecified)	3	-4	-2.2	-3	-15
17	O=C(CSc1nc2ncccc2[nH]1)Nc1c(F)cc(F)cc1Br	3	-13	-1.3	-14	1
18	Cc1cccc(C(=O)N2CCN(CCNC(=O)C(=O)Nc3ccc(F)cc3)CC2)c1	-3	12	-3.2	24	4
19	CC(=O)Nc1ccc(S(=O)(=O)NC2CCSc3ccccc32)cc1 (stereo unspecified)	-2	1	-1.8	-24	3
20	COc1ccc(C(=O)Nc2cccc3c2CCCC3)cc1OC	0	34	0.9	-9	0
21	CC(C)Cn1c(-c2ccco2)n[nH]c1=S	-5	-6	nt	nt	-4
22	O=C(O)Cn1cc(/C=C2/NC(=O)N(c3ccc(Cl)cc3)C2=O)c2ccccc21	nt	-17	0.7	4	-7
23	CCN1C(=O)/C(=C/c2nc3ccccc3c(=O)[nH]2)c2ccccc21	-1	-26	1.0	2	-1
24	C=CCn1c(SCC(=O)Nc2cc(C)on2)nc2sc(CC)cc2c1=O	0	-3	0.0	-11	-3

cpd	SR-BI DiI-HDL act	dFosB activator	PvdQ inh	CAL PDZ FP-2	Rtt109 HAT inh
13	23	6	-14	-1	3
14	2	-11	2	3	21
15	-10	-7	-1	15	-7
16	4	1	-3	-3	14
17	13	-8	-9	23	2
18	-12	-3	8	-1	11
19	-1	-6	3	2	-3
20	-34	1	-2	0	2
21	6	5	-14	7	10
22	17	4	-7	1	-2
23	26	-8	-7	-1	-5
24	3	1	-3	4	4
